Screening data deposited in PubChem BioAssay by Johns Hopkins Ion Channel Center.
KCNQ2 inh: KCNQ2 channel blockers in CHO-K1 cells – cell-based, FluxOR thallium flux, B-score, primary screen (AID 2156); 20 min; stronger effect = lower value; B-score at 10 µM; 310,000 tested, 1.1% active;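 active = fluorescence ratio B-score at most minus 3 library SDs, with starting brightness B-score within 2 library SDs, cut at about -5.5 in these data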
Target sequence (O88943 whole entry, looked up): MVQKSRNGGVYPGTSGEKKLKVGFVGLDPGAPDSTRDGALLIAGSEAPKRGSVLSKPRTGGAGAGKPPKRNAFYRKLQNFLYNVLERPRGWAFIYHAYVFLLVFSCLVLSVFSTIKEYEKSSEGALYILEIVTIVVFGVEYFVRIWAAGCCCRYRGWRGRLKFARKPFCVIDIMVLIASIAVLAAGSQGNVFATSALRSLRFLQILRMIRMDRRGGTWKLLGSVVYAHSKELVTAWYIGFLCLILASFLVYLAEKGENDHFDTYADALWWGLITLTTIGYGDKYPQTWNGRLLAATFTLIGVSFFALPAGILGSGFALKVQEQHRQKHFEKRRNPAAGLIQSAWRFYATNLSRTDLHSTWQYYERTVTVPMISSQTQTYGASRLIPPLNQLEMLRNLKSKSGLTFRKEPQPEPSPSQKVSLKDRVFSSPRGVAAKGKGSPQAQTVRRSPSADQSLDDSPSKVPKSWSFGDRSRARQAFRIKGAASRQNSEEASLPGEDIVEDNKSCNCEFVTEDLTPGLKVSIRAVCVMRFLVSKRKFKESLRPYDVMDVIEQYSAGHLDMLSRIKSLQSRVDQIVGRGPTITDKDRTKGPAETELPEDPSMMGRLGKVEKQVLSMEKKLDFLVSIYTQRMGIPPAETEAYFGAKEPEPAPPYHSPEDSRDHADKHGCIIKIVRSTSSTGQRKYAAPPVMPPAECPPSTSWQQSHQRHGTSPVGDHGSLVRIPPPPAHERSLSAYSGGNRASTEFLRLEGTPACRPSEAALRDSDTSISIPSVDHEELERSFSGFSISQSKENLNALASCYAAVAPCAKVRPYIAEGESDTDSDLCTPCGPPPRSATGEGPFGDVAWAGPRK
Kir21 block: blocks the mouse Kir2.1 inward-rectifier potassium channel; B-score at 10 µM; 310,000 tested, 0.85% active; HEK293-Kir2.1, FluxOR thallium flux fluorescence; stronger effect = lower value; P35561;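 active = fluorescence ratio B-score at or below minus 3 SD of library scores, with starting-brightness B-score within 2 SD, cut at about -4.2 in these data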;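 also: channel flux triggered by added potassium and thallium sulfate stimulus; B-score of peak minus minimum fluorescence over baseline after thallium stimulus; more negative B-score means stronger Kir2.1 block with less thallium influx; some compounds called inactive have numbers as strong as hits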
* marks the source's active call; other numbers are inactive results; i = inactive.

SMILES	KCNQ2 inh	Kir21 block
CCCc1nn(-c2ccccc2)c2c1C(c1cccs1)C(C#N)=C(N)O2 (stereo not given)	i	0.35
NC(=O)CC(NC(=O)Cc1ccc(Br)cc1)c1ccc(N2CCC(Cc3ccccc3)CC2)c([N+](=O)[O-])c1 (stereo not given)	i	0.54
COc1ccccc1N1CCN(C(=O)CSc2nc(C)cc(=O)[nH]2)CC1	i	0.81
CC(C)n1c(C(F)(F)F)nc2cc(C(=O)N3CCCCC3)ccc21	i	0.86
CC1(C)Cc2ccccc2C(=NC(Cc2c[nH]c3ccccc23)C(=O)O)N1 (stereo not given)	i	1.95
CCOC(=O)Cc1nnc(NC(=O)CSc2nnc3c4ccccc4n(C)c3n2)s1	i	0.89
Cc1ccc2nc(-c3ccc(NC(=O)C(C)N4C(=O)c5ccccc5C4=O)cc3)sc2c1 (stereo not given)	i	-0.07
CC1=C(C(=O)OCc2ccccc2)C(c2ccccc2)NC(=O)N1 (stereo not given)	i	-0.89
O=C(c1cc(COc2c(F)cccc2F)on1)N1CCC(c2ccncc2)CC1	i	-2.76
O=C1C(C=NC2CC2)=C(O)c2ccccc21	i	-0.08
CCOC(=O)c1cnc(=O)[nH]c1C	i	0.42
Cc1cccc(Oc2nccc(C(F)(F)F)c2C(=O)Nc2ccc(F)cc2F)c1	i	-0.14
Cc1[nH]c2ccccc2c1CCNC(=O)c1ccc2nccnc2c1	i	-0.08
COc1ccc(OC)c(C2CC(=O)OC3=C2C(=O)CC(C)(C)C3)c1 (stereo not given)	i	1
CCCCOc1ccc(C(=O)NCC(=O)NCC(=O)OCC)cc1	i	-0.61
FC(F)(F)c1cccc(Nc2nc(N3CCOCC3)nc(N3CCOCC3)n2)c1	i	-0.01
O=C(CN1C(=O)c2ccccc2C1=O)Nc1sc2c(c1C(=O)NCC1CCCO1)CCC2 (stereo not given)	i	1.05
O=C(C1=C[C@H](C2CC2)C[C@H](OCCCCO)O1)N1CCN(Cc2ccccc2)CC1	i	-0.65
CCC(C(=O)N1CCCCCC1)n1nc(C)n2c(cc3occc32)c1=O (stereo not given)	i	-1.83
CCCCn1c(N)c(N(CC(C)C)C(=O)c2ccc(N3C(=O)c4ccccc4C3=O)cc2)c(=O)[nH]c1=O	i	-0.79
Cc1cc(=O)[nH]c(SCC(=O)c2ccc(O)c(O)c2)n1	i	0
COc1ccc(OC)c(/C=N/c2oc(-c3ccco3)c(-c3ccco3)c2C#N)c1	i	-1.26
O=C(COc1ccccc1)N=C1SC2CS(=O)(=O)CC2N1Cc1ccccc1 (stereo not given)	i	-0.07
Cc1ccc2[nH]c(=O)c(CN(CC3CCCO3)S(=O)(=O)c3cccc4nsnc34)cc2c1 (stereo not given)	i	-1.37
O=C(c1cccc2ccccc12)C1CCCN(C(=O)CCc2cnccn2)C1 (stereo not given)	i	-1.42

Entries of single compounds, quoted from the list:
Cc1ccc2nc(-c3ccc(NC(=O)C(C)N4C(=O)c5ccccc5C4=O)cc3)sc2c1 (stereo not given) in the list: KCNQ2 inh = i; Kir21 block = -0.07
Cc1[nH]c2ccccc2c1CCNC(=O)c1ccc2nccnc2c1 in the list: KCNQ2 inh = i; Kir21 block = -0.08
CCCCn1c(N)c(N(CC(C)C)C(=O)c2ccc(N3C(=O)c4ccccc4C3=O)cc2)c(=O)[nH]c1=O in the list: KCNQ2 inh = i; Kir21 block = -0.79

Additional results follow.
SMILES	KCNQ2 inh	Kir21 block
O=C(c1cccs1)[C@@H]1[C@@H]2C(=O)N(Cc3ccc4c(c3)OCO4)C(=O)[C@@H]2C2c3ccccc3C=CN21 (stereo not given in full)	i	0.37
Cc1ccc(C)c(Nc2nc3c(S(=O)(=O)c4ccccc4)nnn3c3ccccc23)c1	i	-0.98
C=C(C)CSc1nc(C)c(Cc2ccccc2)c(=O)[nH]1	i	1.11
C=CCNC(=O)c1ccccc1NS(=O)(=O)c1ccc(SC)cc1	i	-1.61
Oc1ccc(O)c(/C(=N/Nc2ccccc2)c2ccccc2)c1	i	-0.01
CCc1ccc(NC(=O)CSc2nc(NS(=O)(=O)c3ccccc3)cc(=O)[nH]2)cc1	i	0.89
COC(=O)C1=CNC=C(C(=O)OC)C1c1cccc2ccccc12	i	0.57
CCOC(=O)C(Oc1ccc2c(-c3ccccc3)cc(=O)oc2c1C)c1ccccc1 (stereo not given)	i	-0.38
O=C(CN1C(=O)NC2(CCCC2)C1=O)OCc1ccc(F)cc1	i	-0.71
CC(=O)c1sc(NC(=O)c2cc(-c3ccccc3)nn2-c2ccccc2)nc1C	i	0.06
CCC1CCCCN1C(=O)c1cccc(S(=O)(=O)Nc2cc(C(F)(F)F)ccc2Cl)c1 (stereo not given)	i	-0.33
CCc1nnc(NC(=O)CN2CCN(Cc3ccc(C)cc3)CC2)s1	i	-0.18
CCOC(=O)Nc1c(Cl)n(C)c(=O)n(C)c1=O	i	0.52
COc1nccnc1NS(=O)(=O)c1ccc(NC(=S)NC(=O)c2ccc(F)c(F)c2)cc1	i	-1.12
Cc1c(C(=O)N2CC(C)OC(C)C2)[nH]c2ccc(Br)cc12 (stereo not given)	i	-0.41
Cc1ccc(Nc2nc3c([nH]2)c(=O)n(C)c(=O)n3C)cc1	i	0.53
O=C(CCCN=C1NS(=O)(=O)c2ccccc21)OCc1cc([N+](=O)[O-])cc2c1OCOC2	i	0.87
CC(C)Cn1c(SCC(=O)N2CCCc3ccccc32)nc2ccccc2c1=O	i	-0.05
Cc1cc(C(=O)c2ccc3ccccc3c2)c(C)o1	i	2.02
O=[N+]([O-])c1ccccc1N/N=C/c1ccccc1	i	0.01
Cc1ccc(C(=O)Nc2c(C#N)c(C)c(C)n2Cc2ccccc2)cc1	i	1.75
CCOC(=O)c1ccc(NC(=O)c2cccc(C)c2[N+](=O)[O-])cc1	i	-0.44
CCOCCCNC(=O)C(c1ccc(Cl)cc1)N(Cc1ccc2c(c1)OCO2)C(=O)CNC(C)=O (stereo not given)	i	0.04
Cc1ccc(NC(=O)c2ccccc2NC(=O)CCC(=O)O)cc1	i	2.16
O=C(OCc1csc(-c2ccccc2)n1)c1ccccc1O	i	-0.01
SMILES	KCNQ2 inh	Kir21 block
COc1cccc(CN2CCNC(=O)C2CC(=O)N(C)CCc2ccccn2)c1OC (stereo not given)	i	1.62
COc1cc2[nH]c(C(=O)NCC3CCCO3)cc2c(OC)c1OC (stereo not given)	i	0.47
O=C1NC(=O)/C(=C\c2ccc(Cl)nc2)S1	i	-0.06
Cc1ccc(NC(=S)NNC(=O)c2cn(C)nc2C)cc1	i	-0.09
O=C(O)[C@@H](c1ccccc1)N1Cc2ccccc2C1=O	i	1.07
Cn1nc(C(F)(F)F)c2cc(C(=O)Nc3ccc(F)c(Cl)c3)sc21	i	0.02
Cc1ccc(C)c(CN2C(=O)CSc3ccc(C(=O)N4CCCC4)cc32)c1	i	-0.56
COc1nnc(-c2ccc(N3CCOCC3)c(NC(=O)c3ccco3)c2)c2ccccc12	i	0
CN(Cc1ccccn1)Cc1nc(Cc2ccccc2Cl)no1	i	-0.54
COc1ccc(NC(=O)C2(N(CC(C)C)C(=O)Cn3nnnc3N)CCCCC2)cc1	i	0.11
COc1ccc2c(CC(=O)OCC(=O)Nc3ccccc3[N+](=O)[O-])coc2c1	i	0.16
Nc1nonc1-n1nnc(C(=O)N/N=C/c2cccs2)c1-c1ccc2c(c1)OCO2	i	1.43
N#CCCn1cc(C(=O)NCc2ccccc2)c(-c2cccs2)n1	i	0.15
CC1(C)OC(=O)C(=NNc2ccc(Br)cc2)C(=O)O1	i	0.18
CCOc1ccc(NC(=O)CCS(=O)(=O)c2ccc3c(c2)CCCN3C(=O)CC)cc1	i	0.81
Cc1ccc(-c2nn(-c3ccccc3)cc2CO)o1	i	-0.35
O=C(O)CNc1nc(-c2ccccc2)nc2ccccc12	i	-0.78
Cc1cccc(C)c1OCCSc1nc2ccccc2n1CC(=O)O	i	-0.7
CC(=O)c1c(C)[nH]c(C(=O)OC(C)C(=O)Nc2cc(S(=O)(=O)N3CCCCC3)ccc2Cl)c1C (stereo not given)	i	0.5
O=C(CSc1nnnn1-c1ccccc1)Nc1ncc(Cc2ccccc2Cl)s1	i	0.46
CCOC(=O)CNS(=O)(=O)c1ccc(S(=O)(=O)NC2CC2)cc1	i	-0.39
Cc1onc(-c2ccccc2Cl)c1C(=O)NCc1ccccn1	i	0.5
CC1(C)OC(=O)C(=NNc2ccccc2[N+](=O)[O-])C(=O)O1	i	-1.37
Oc1c(Br)cc(Br)cc1C=Nc1cccnc1	i	-0.86
OC1(c2cccc(F)c2)CCN(Cc2ccncc2)CC1	i	-0.9

Four of these compounds in a different format.
SMILES,KCNQ2 inh,Kir21 block
Cc1ccc(-c2nn(-c3ccccc3)cc2CO)o1,i,-0.35
O=C(O)CNc1nc(-c2ccccc2)nc2ccccc12,i,-0.78
Cc1cccc(C)c1OCCSc1nc2ccccc2n1CC(=O)O,i,-0.7
CC(=O)c1c(C)[nH]c(C(=O)OC(C)C(=O)Nc2cc(S(=O)(=O)N3CCCCC3)ccc2Cl)c1C (stereo not given),i,0.5

(continued)
SMILES	KCNQ2 inh	Kir21 block
CC(=O)Oc1ccc(C(=O)Nc2ccccc2C(=O)N2CCCCC2)cc1	i	-0.52
COCCn1c(SCC(=O)Nc2ccccc2)nnc1-c1ccoc1C	i	-1.62
O=C(Cn1ccn(-c2ccc(F)c(F)c2)c(=O)c1=O)NCCc1ccccc1	i	0.44
CC(C)NS(=O)(=O)c1ccc(OCC(=O)N2CCN(c3ccccc3)CC2)cc1	i	0.76
CC(C)(C)CC(C)(C)N1CNC(=S)NC1	i	-0.35
CCN(CC(=O)Nc1ccc(NC(C)=O)cc1)C(=O)c1ccccc1SCc1c(C)noc1C	i	2.13
O=C(c1cc(Cl)ccc1Cl)N1CCc2ccccc21	i	-1.54
Cc1c(Cl)cccc1NC(=O)CCN1C(=O)C2CC=CCC2C1=O (stereo not given)	i	-1.15
O=C(COc1ccc(/C=N/NC(=O)c2ccccc2Br)cc1)Nc1ccccc1	i	-0.83
COc1cc(NC(=O)c2ccc(OC)c([N+](=O)[O-])c2)ccc1NC(=O)c1cccs1	i	1.67
Cc1sc2nc(C3CC3)nc(N3CCN(S(=O)(=O)c4ccc(F)cc4)CC3)c2c1C	i	0.09
CC(=O)c1cccc(NC(=O)c2cccc(NC(=O)c3ccco3)c2)c1	i	1.79
COc1ccc(C(=O)Nc2ccnc(-c3cccnc3)n2)cc1	i	-1.24
O=C(Cn1cccn1)N1CCCC(N2CCN(Cc3ccc4c(c3)OCO4)CC2)C1 (stereo not given)	i	-0.09
CC(C)NC(=O)CN(c1cccc([N+](=O)[O-])c1)S(=O)(=O)c1ccccc1	i	2.17
O=C(Nc1ccccc1)N1CCc2c([nH]c3ccccc23)C1C(F)(F)F (stereo not given)	i	0.3
Cc1ccc(S(=O)(=O)Nc2nc3ccc(S(C)(=O)=O)cc3s2)cc1	i	0.09
Cc1ccc(C(=O)N=c2sccn2C)cc1S(=O)(=O)N1CCOCC1	i	-1.4
O=C(COC(=O)c1ccc(NS(=O)(=O)c2cccs2)cc1O)Nc1nc2ccccc2s1	i	-0.29
CCn1nc(C)c(CN2CCCCC2C(=O)Nc2ccc(Oc3cccnc3)cc2)c1C (stereo not given)	i	0.23
O=C(CN1C(=O)CCS(=O)(=O)c2ccccc21)NCc1ccc(F)cc1	i	0.34
CCOC(=O)c1c(S(=O)(=O)Nc2ccccn2)c(C)n(C)c1C	i	-0.66
C=CC1=C(C(=O)O)N2C(=O)[C@@H](NC(=O)/C(=N/OCC(=O)O)c3csc(N)n3)[C@H]2SC1	i	-0.64
Cc1c(NC(=O)c2cccs2)cccc1[N+](=O)[O-]	i	-0.41
CCOC(=O)c1cnc2c(c(C3CC3)nn2C)c1N1CCOCC1	i	0.76
SMILES	KCNQ2 inh	Kir21 block
COc1ccc(C2=NN(C(=O)COc3ncnc4ccccc34)C(c3ccco3)C2)cc1 (stereo not given)	i	1.85
COc1cc(NC(=O)CSc2ncnc3c2cnn3Cc2ccccc2)cc(OC)c1	i	0.38
CC(=O)c1ccc(NC(=S)N2CCN(c3cccc(Cl)c3)CC2)cc1	i	0.66
O=[N+]([O-])c1cc(Cl)cc(/C=N/NC(=S)Nc2ccc(S(=O)(=O)N3CCOCC3)cc2)c1O	i	0
COc1cccc(/C=C/C(=O)Nc2ccc3c(c2)OCCO3)c1OC	i	-1.27
COc1cc2[nH]c3c(=O)n(CCN4CCOCC4)cnc3c2cc1OC	i	0.59
O=C(c1ccco1)N1CCCN(Cc2cn[nH]c2-c2ccc(-c3ccccc3)cc2)CC1	i	-0.05
Cc1ccccc1Nc1nc(N)nc(CSc2nnnn2-c2ccccc2)n1	i	-2.89
COC(=O)Cc1nc(NC(=O)c2cccs2)sc1C	i	0.05
C=CCn1c(O)c(C(CC)=NCCN2CCOCC2)c(=O)[nH]c1=O	i	-1.72
O=C(CNC(c1ccccc1)c1ccccc1)Nc1ccc(F)cc1	i	-0.4
Cc1ccc(S(=O)(=O)N2CCC(C)CC2)cc1[N+](=O)[O-]	i	0.11
CCc1ccccc1NC(=O)CN(C)C(=O)Cn1cc(C(F)(F)F)cc(Cl)c1=O	i	0.41
COC(=O)C1C(=O)CC(C)(O)C(C(=O)OC)C1c1ccccc1F (stereo not given)	i	-0.29
Clc1ccc(CNc2ccc(N3CCN(Cc4ccccc4)CC3)cc2)cc1	i	0.73
CCOc1ccc(NS(=O)(=O)c2ccc(C(=O)NCC(c3cccs3)N3CCOCC3)cc2)cc1 (stereo not given)	i	0.1
COc1ccc(S(=O)(=O)NCC(=O)N(CC(=O)NCc2ccco2)C2CCCC2)cc1	i	-0.22
